High-throughput results: PubChem BioAssay, National Center for Advancing Translational Sciences (NCATS)
PI4K2A block – blocks human PI4K2A kinase activity; purified PI4K2A, ADP-Glo luminescence, 1 h; stronger effect = lower value; activity change, negative = inhibition, % at 76.9 µM; Q9BTU6; actives 0.13% (n = 420,000); in the data active = activity change below about -50%; inconclusive = mostly about -30% to -49%;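 also: -100% = wells without enzyme as full effect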
Target sequence (Q9BTU6 whole entry, looked up): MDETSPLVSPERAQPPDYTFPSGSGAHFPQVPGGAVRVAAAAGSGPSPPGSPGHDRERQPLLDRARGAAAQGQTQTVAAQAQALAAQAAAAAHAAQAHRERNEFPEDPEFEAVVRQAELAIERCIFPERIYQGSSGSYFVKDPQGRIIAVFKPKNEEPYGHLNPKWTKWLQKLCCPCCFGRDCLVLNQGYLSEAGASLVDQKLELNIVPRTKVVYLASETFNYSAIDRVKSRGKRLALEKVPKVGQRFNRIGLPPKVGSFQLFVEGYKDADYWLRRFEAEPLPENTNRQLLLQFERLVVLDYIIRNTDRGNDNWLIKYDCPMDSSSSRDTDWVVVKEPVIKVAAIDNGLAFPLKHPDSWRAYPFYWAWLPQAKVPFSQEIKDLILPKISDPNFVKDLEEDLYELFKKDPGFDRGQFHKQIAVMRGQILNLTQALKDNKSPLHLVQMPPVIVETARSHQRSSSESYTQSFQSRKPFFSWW
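PI4K2A activity was measured by ADP-Glo luminescence: enzyme (4 ug/mL stock) and phosphatidylinositol (1.2 mM stock) in Tris pH 7.5/MgCl2/EGTA/Triton X-100 buffer were reacted with ATP (300 microM stock) for one hour at ambient temperature.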
Vif-A3G inh – Vif-A3G binding inhibition; actives 0.076% (n = 410,000); HeLa A3G-eYFP + Vif (tagged APOBEC3G with the HIV-1 protein that degrades it), YFP fluorescence, overnight; Q9HC16; Potency, µM (top dose mostly 46.1 µM), inactives show at the top dose activity, negative = active, most hits filed as inhibitors;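 also: potency is read from the fitted curve at half-maximal effect; % is scaled to controls: 0 for no effect and ±100 for the full control effect; nearly all actives have a fitted effect of over 60% in size; hits raise eYFP signal because A3G escapes Vif-driven loss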
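Read-out is eYFP fluorescence (Ex 488/Em 500-530) from Vif-expressing HeLa A3G-eYFP cells; more signal means A3G escaped Vif-mediated degradation. Cells plated overnight, compound pinned in, incubated overnight at 37 deg C.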
Glioma ERSR ind – ER stress response induction in glioma. U87-MG GRP78 promoter luciferase reporter, 16 h. Potency, µM, for the others: at the top dose activation, most hits filed as activators. actives 0.02% (n = 420,000). AID 602332; also: potency is read from the fitted curve at half-maximal effect; series mostly up to about 76 µM; % of control where 0% means no effect; nearly all actives have a fitted effect of over 35% in size
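Stably transfected U87-MG human glioma cells carrying a GRP78-based luminescent sensor were seeded at 1000 cells/well, pin-dosed with compounds and incubated 16 h. Luciferase reagent was then added, and end-point luminescence was read after 10 min at room temperature.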
LDHA inh – inhibitors of human lactate dehydrogenase A; purified LDHA, NADH/diaphorase-resazurin fluorescence; stronger effect = lower value; activity change, % (values are at about 110 or 230 µM); actives 0.15% (n = 480,000); in the data active = activity change below about -30%; inconclusive = mostly about -25% to -30%;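 also: plate controls were DMSO wells for no effect and wells without enzyme for full effect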
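LDH5 2 nM; NADH 0.06 mM, pyruvate 0.2 mM; 200 mM Tris pH 7.4, EDTA, Tween-20; 5 min RT. Detection: diaphorase 0.133 mg/mL + resazurin 37 µM, fluorescence ex540/em590 at 0 and 20 min; normalized to enzyme-free and DMSO wells.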
IDH1 R132H inh – human IDH1 R132H inhibition; Potency, µM (doses to about 76.6 µM), for inactives: at the top dose activity change, negative = inhibition, most hits filed as inhibitors; actives 0.093% (n = 390,000); AID 602179; IDH1-R132H enzyme, NADPH consumption, diaphorase/resazurin fluorescence; O75874; also: potency is read from the fitted curve at half-maximal effect; % is scaled to controls: 0 for no effect and ±100 for the full control effect; nearly all actives have a fitted effect of over 65% in size
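IDH1-R132H (0.5 ug/mL) preincubated 30 min with compound, then NADPH (0.016 mM) and alpha-KG (2 mM) added; 80 min at RT, pH 7.5. Remaining NADPH coupled via diaphorase/resazurin to fluorescence (540/590 nm); concentration-response curves normalized to no-enzyme control.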
USP1-UAF1 inh – USP1/UAF1 (human) deubiquitinase inhibition | Potency, µM (titrated, usually from 57.1 µM), for the others: top-dose activity change, negative = inhibition, usual class: inhibitors | recombinant USP1/UAF1, Ub-Rhodamine cleavage fluorescence | AID 743255 | actives 0.23% (n = 390,000); also: potency is read from the fitted curve at half-maximal effect; % is scaled to controls: 0 for no effect and ±100 for the full control effect; nearly all actives have a fitted effect of over 60% in size; inactives centre near -12
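In this screen, compounds sit with the deubiquitinase complex (1nM) for 15 min at room temperature before Ub-Rho is added at 150nM final. Fluorescence rise is then followed for 6 reads every 60 seconds.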
Vif-APOBEC3F blk – blocks the Vif interaction with APOBEC3F; actives 0.2% (n = 390,000); HeLa A3F-eYFP + Vif (tagged APOBEC3F with the HIV-1 protein that degrades it), YFP fluorescence increase; AID 602313; Potency, µM (top dose mostly 46.1 µM), without a hit: at the top dose activity, negative = active; also: potency is read from the fitted curve at half-maximal effect; % of control where 0% means no effect; nearly all actives have a fitted effect of over 65% in size
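Fluorescence increase (Ex 488/Em 500-530) after overnight compound treatment at 37 deg C flags inhibition of Vif-driven A3F-eYFP loss in stable HeLa A3F-eYFP/Vif cells seeded overnight beforehand.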
RXFP1 ag – activates the human relaxin receptor RXFP1; Q9HBX9; HEK293T-RXFP1 cAMP TR-FRET, 30 min; response scale: percent of porcine relaxin response, buffer zero; Potency, µM (series often up to 57.5 µM), inactives show top-dose activation, most hits filed as activators; actives 0.3% (n = 370,000); AID 2676; also: potency is read from the fitted curve at half-maximal effect; % is scaled to controls: 0 for no effect and ±100 for the full control effect; nearly all actives have a fitted effect of over 60% in size; many of its hits are not listed in these tables
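Agonist response is measured as cAMP accumulation in an RXFP1-transfected HEK293T line under PDE4 inhibition. Values are scaled between buffer-only and 29 nM porcine relaxin, and EC50s come from standard Hill equation fits.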
TrxR1 substrate – rat thioredoxin reductase 1 substrate activity; O89049; purified TrxR1 substrate turnover, NADPH consumption readout; Potency, µM (highest dose often 114 µM), inactives show at the highest dose activity change, negative = substrate turnover; actives 0.01% (n = 390,000); AID 588456; also: potency is read from the fitted curve at half-maximal effect; % is scaled to controls: 0 for no effect and ±100 for the full control effect; nearly all actives have a fitted effect of over 50% in size
Target sequence (O89049 whole entry, looked up): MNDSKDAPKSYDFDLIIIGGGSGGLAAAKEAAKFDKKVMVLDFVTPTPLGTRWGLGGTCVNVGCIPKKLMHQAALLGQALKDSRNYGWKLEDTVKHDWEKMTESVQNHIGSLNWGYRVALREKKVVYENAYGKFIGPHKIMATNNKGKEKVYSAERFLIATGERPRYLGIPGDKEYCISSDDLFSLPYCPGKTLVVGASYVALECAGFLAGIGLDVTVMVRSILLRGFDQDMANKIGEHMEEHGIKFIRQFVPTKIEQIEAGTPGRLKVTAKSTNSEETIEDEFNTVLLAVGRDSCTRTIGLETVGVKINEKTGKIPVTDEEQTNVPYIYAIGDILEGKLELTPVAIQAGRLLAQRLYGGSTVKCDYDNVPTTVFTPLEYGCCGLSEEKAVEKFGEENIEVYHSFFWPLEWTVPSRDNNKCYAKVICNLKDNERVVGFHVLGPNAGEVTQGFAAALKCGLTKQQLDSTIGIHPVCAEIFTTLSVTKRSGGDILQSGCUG
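Rat TrxR1, dispensed at 90 nM, was prereduced with 400 uM NADPH (final) for 5 min at ~22 deg C, then incubated with compound 15 min before 400 uM selenite. A first-read NADPH fluorescence drop versus no-compound background flagged substrates.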
Starred values were filed as active, the others as inactive; ? = inconclusive; / = not tested or not shown; [ ] = dose if it differs, or a comment. Unless noted, calls follow the shape of the dose curve; as a rule, active = well fitted curve in the direction sought with a large enough effect; inconclusive = small, poorly fitted or top-dose-only effect, or another doubt; inactive = no such curve, though single readings can be large; an effect the other way counts as inactive or inconclusive. These rows are one share of the data; rates above refer to the full screens.

The first 2 compounds as a preview:
SMILES	PI4K2A block	Vif-A3G inh	Glioma ERSR ind	LDHA inh	IDH1 R132H inh	USP1-UAF1 inh	Vif-APOBEC3F blk	RXFP1 ag	TrxR1 substrate
CCCn1c(SCC(=O)N(C)CC(=O)Nc2ccc(Cl)cc2)n[nH]c1=O	4	1%	-7%	1	-1%	-21%	8%	0.2%	5%
Oc1ccccc1CNCC12CC3CC(CC(C3)C1)C2	7	4%	-4%	-2	1%	-12%	10%	4.3%	10%[57.1 µM]

Results (from the top)
SMILES	PI4K2A block	Vif-A3G inh	Glioma ERSR ind	LDHA inh	IDH1 R132H inh	USP1-UAF1 inh	Vif-APOBEC3F blk	RXFP1 ag	TrxR1 substrate
CCCn1c(SCC(=O)N(C)CC(=O)Nc2ccc(Cl)cc2)n[nH]c1=O	4	1%	-7%	1	-1%	-21%	8%	0.2%	5%
Oc1ccccc1CNCC12CC3CC(CC(C3)C1)C2	7	4%	-4%	-2	1%	-12%	10%	4.3%	10%[57.1 µM]
CC1CCC(NS(=O)(=O)c2ccc(Cl)nc2)CC1 (stereo not drawn)	2	-1%	0%	-5	5%	-1%	-11%	-1.3%	-7%
Cc1ccc(N/C=C/C(=O)c2cccs2)cc1C	0	-7%	-12%	-4	11%	?	?	0.3%	-2%[57.1 µM]
COc1ccc2cnnc(SCC(=O)Nc3ccc(C(=O)O)cc3)c2c1OC	-1	3%	-6%	10	3%	-19%	1%	6.5%	-5%
Cc1cccc(C)c1N1C(=O)CCC(C)(C)C1=O	0	-1%	1%	-5	-8%	-14%	11%	1.9%	-1%
Cn1c(CCc2nc3ccccc3[nH]2)n[nH]c1=S	1	0%	-3%	-10	11%	?	-3%	0.4%	-6%
CC(C)[C@H](NC(=O)c1ccccc1Cl)C(=O)OCC(=O)NC(=O)NCc1ccco1	-6	-5%	0%	1	-2%	-9%	4%	/	-2%
CC1CCCC/C1=N/Nc1ccc([N+](=O)[O-])cc1[N+](=O)[O-] (stereo not drawn)	-2	4%	-7%	2	4%	-9%	8%	0.1%	7%[57.1 µM]
O=C(CSc1ccc2nnc(-c3cccnc3)n2n1)Nc1cccc(F)c1	-5	-12%	-3%	-2	0%	-29%	4%	?	8%
COc1ccc(NC(=O)c2sc(N)nc2-c2ccccc2)cc1	6	0%	-4%	-1	3%	7%	2%	-0.8%	-7%
COCCNC(=O)C(C)N(c1ccc(Oc2ccccc2)cc1)S(C)(=O)=O (stereo not drawn)	-13	1%	1%	-4	2%	-4%	-11%	-1.3%	-10%
CCN(CC)C(=O)c1ccc(COc2ccccc2Cl)cc1	0	-5%	2%	-1	4%	-10%	0%	2.1%	0%
COc1cccc(/C=N/NC(=O)c2cc3cc([N+](=O)[O-])ccc3s2)c1O	2	?	-1%	-5	-2%	-9%	?	2.2%	-11%
Cc1ccc(S(=O)(=O)c2c(N)n(CCCN(C)C)c3nc4ccccc4nc23)cc1	-1	4%	-5%	1	-8%	-15%	-3%	3.7%	176%[activator]
COc1ccc(-n2nnnc2SCC(=O)N2CCOCC2)cc1	-3	-1%	0%	-8	19%	-3%	1%	0.0%	7%
COc1ccc(CNC(=O)CS(=O)Cc2nc(-c3ccccc3C)oc2C)cc1 (stereo not drawn)	-3	0%	-2%	-2	13%	-10%	0%	1.1%	6%[57.1 µM]
CC(C)C[C@H](NC(=O)Nc1ccc(Oc2ccccc2)cc1)C(=O)O	-3	-10%	-5%	-6	4%	-18%	-2%	4.2%	-4%
O=c1oc2c(CN3CCN(CCO)CC3)c(O)ccc2cc1-c1ccccn1	-3	-3%	0%	-1	-9%	-14%	-21%	?	/
Cc1cc(C(=O)N/N=C2\CCCC(=O)C2)c(C)n1-c1ccccc1	4	-4%	-1%	-5	2%	-12%	2%	-2.8%	13%[57.1 µM]
CCCCc1nc2cc(C(=O)NCc3cn(C)nc3C)ccc2o1	4	3%	11%	-4	-7%	-21%	2%	2.7%	3%
CSCCC(NC=C1C(=O)OC(C)(C)OC1=O)C(=O)O (stereo not drawn)	-2	1%	1%	-4	5%	2%	-14%	-0.3%	6%[57.1 µM]
COCCN1C(=O)C(=O)/C(=C(/O)c2ccc3c(c2)OCCO3)C1c1ccc(C(=O)OC)cc1 (stereo not drawn)	7	3%	1%	-2	-2%	5%	1%	16%	-19%
C/C(=C/C(=O)Nc1cccc(F)c1)N1CCCC1	-1	0%	-3%	2	7%	-3%	-8%	4.5%	-18%[57.1 µM]
O=C(CCCOc1ccc(Cl)cc1Cl)NCC1CCCO1 (stereo not drawn)	-7	-4%	-1%	-1	4%	-24%	-7%	0.0%	3%
CSc1ncccc1C(=O)OC(C)C(=O)Nc1ccc2c(c1)OCCO2 (stereo not drawn)	6	1%	-6%	-2	1%	-11%	-16%	/	/
O=C(NC(=O)c1ccccc1)OCCN1C(=O)c2ccccc2C1=O	-3	1%	-10%	-7	-2%	1%	3%	3.3%	5%[57.1 µM]
COC(=O)c1ccc(COC(=O)c2ccc(CO)cc2)o1	-2	-11%	-1%	1	-9%	-22%	1%	0.5%	-2%
COc1ccc(-c2cc(=O)oc3cc4occ(C)c4cc23)cc1	-1	-17%	-2%	-3	8%	-9%	1%	-0.2%	0%
CCOC(=O)C1=C(C)N=c2s/c(=C\c3cccn3C)c(=O)n2C1c1cccc(OC)c1OC (stereo not drawn)	-3	-8%	-4%	3	0%	-16%	/	2.1%	-20%
O=C(/C=C/c1ccccc1)NC(=S)NNC(=O)Cc1cccs1	0	5%	1%	-2	0%	-14%	0%	-0.4%	0%
CCN1CCN(CC(=O)Nc2ccc(S(=O)(=O)N3C(C)CCCC3C)cc2)CC1 (stereo not drawn)	0	-1%	-6%	-1	2%	-7%	-1%	-1.2%	3%
CN(CCOc1ccc(Cl)cc1)C(=O)CN1C(=O)NC2(CCCCC2)C1=O	-6	4%	-1%	-11	-1%	-10%	-6%	3.9%	-6%
O=[N+]([O-])c1cccc(COc2cccc(CO)c2)c1	-3	3%	3%	-3	1%[38.3 µM]	-22%	3%	/	7%
CN1C(=O)/C(=C\c2ccccc2OCc2ccccc2)SC1=S	-4	6%	-2%	-4	3%	-14%	?	-0.3%	5%
CCOc1ccc(C2c3c(oc4ccccc4c3=O)C(=O)N2CCCN2CCOCC2)cc1 (stereo not drawn)	7	0%	2%	2	-3%	-9%	-4%	3.4%	-2%
COc1ccc(CNC(=O)CCc2c(C)nn(-c3ccc(N4CCCC4)nn3)c2C)cc1	2	-4%	-2%	0	-6%	-13%	-1%	3.1%	6%[57.1 µM]
O=c1c2c3nc4ccccc4nc3n(/N=C/c3ccccn3)c2ncn1-c1ccccc1	8	?	2%	2	12%	-14%	-6%	0.9%	10%[11.4 µM]
COc1ccccc1NC(=O)c1nc(SCc2ccc(F)cc2)ncc1Cl	0	3%	-3%	-3	-13%	-14%	4%	2.2%	-1%
COc1ccccc1CNC(=O)COC(=O)[C@H](Cc1c[nH]c2ccccc12)NC(=O)c1cccs1	-3	1%	-6%	-2	2%	-4%	-13%	-3.9%	-1%[57.1 µM]
O=C1CC(N2CCC(c3nc4ccccc4[nH]3)CC2)C(=O)N1c1ccccc1F (stereo not drawn)	0	1%	4%	-8	11%	-5%	10%	2.3%	7%
CC(=O)C(Cc1ccc(Cl)nc1)Cc1ccc(Cl)nc1	0	0%	-4%	-2	0%	-23%	-1%	1.7%	-2%
CCCNC(=O)COc1coc(CN2CCN(c3ccccc3F)CC2)cc1=O	-6	-1%	-3%	1	11%	-23%	-4%	3.8%	8%
Cc1cccc(-n2c(SC(C)C(=O)O)nc3sc4c(c3c2=O)CCCC4)c1 (stereo not drawn)	-6	-5%	0%	-2	-3%	-13%	4%	0.0%	-1%
COc1ccc(N=Nc2c(N)n[nH]c2N)cc1	-5	-12%	19%	-13	3%	?	-3%	-0.7%	-8%
Cc1ccc(NC(=O)CSc2nnc(-c3nnn(-c4ccc(F)cc4)c3C)o2)cc1Br	-3	0%	-1%	1	0%	-9%	-10%	-0.1%	-8%
Cc1cc(C(F)F)n2nc(C(=O)Nc3cccnc3Cl)nc2n1	-24	-2%	-1%	0	1%	-13%	1%	-0.4%	11%[57.1 µM]
CN(CCc1ccccn1)C(=O)c1ccc(OC2CCN(Cc3ccccn3)CC2)cc1	-20	0%	-2%	-3	15%	3%	-26%	-1.1%	-6%
CCCCOc1ccc(-c2ncc([N+](=O)[O-])cn2)cc1	2	-3%	-2%	-15	7%	-11%	0%	2.3%	12%
O=C(CCCCl)OCc1cn(-c2ccc(Cl)cc2)nn1	-2	0%	-3%	4	1%	?	-7%	-0.3%	7%[57.1 µM]
Cc1cc(C)nc(NS(=O)(=O)c2ccc(NC(=O)C3(c4ccccc4)CCCC3)cc2)n1	6	0%	-4%	-7	4%	-1%	1%	-2.5%	-6%
COc1cccc(N2CC(C(=O)Oc3ccc4ccccc4c3)CC2=O)c1 (stereo not drawn)	1	2%	1%	0	3%	-21%	6%	0.2%	3%
COCCNC(=O)c1ccc2c(c1)nc(C)n2-c1cccc(Cl)c1	-1	2%	-3%	-2	-9%	-18%	-8%	2.6%	4%
CC(C)CCN1CCC(N)=NC1=O	-2	1%	0%	-2	0%	1%	1%	2.4%	3%[57.1 µM]
